Insulin prom inh: TRM-6 insulin promoter activity inhibition; inhibition, % at 2 µM; actives 0.9% (n = 130,000); TRM-6 cells (human fetal islet line), insulin promoter-eGFP reporter, imaging; reporter expression induced with tamoxifen;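 active = inhibition above the mean plus 3 SD, with well images judged a real hit on visual review, cut at about 60% in these data, passing the limit was not always enough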
SDO1 yeast rescue: restores growth of sdo1-depleted yeast; actives 0.21% (n = 140,000); S. cerevisiae sdo1-depleted JHY4D growth rescue, OD600 30 h; active compounds read high; pdr5 snq2 efflux-pump mutant strain; z-score at 10 µM;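 active = z-score above 3 at both the 24 hr and the 30 hr optical density reads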;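 also: z-score against mean and SD of all compound wells on the same plate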
SDO1 yeast rescue Rescue 24 h: second read-out of SDO1 yeast rescue, no call of its own (marks repeat the call); z-score; S. cerevisiae sdo1-depleted JHY4D growth rescue, OD600; measured here: growth rescue at 24 h;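 0 is the plate mean of compound wells and units are plate SD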
* marks the source's active call; other numbers are inactive results; . = not tested or not shown.

Insulin prom inh	SDO1 yeast rescue	SDO1 yeast rescue Rescue 24 h	Compound
41	0.48	-0.15	COC(=O)CSc1nc2ncccc2[nH]1
.	1.4	1.1	Cc1ccc(C(=O)NC(NC(=S)Nc2ccc(S(N)(=O)=O)cc2)C(Cl)(Cl)Cl)cc1 (stereo not given)
-4	.	.	Cc1ccc(-c2nc3c(c(=O)[nH]c(=O)n3Cc3ccccc3)n2C)o1
24	-0.07	-0.49	CC1(C)OC(=O)C(=CNc2ccc(F)cc2)C(=O)O1
-33	.	.	O=C(Nc1cccnc1)c1cccc(-c2cc3ccccc3oc2=O)c1
-30	-0.31	-1.1	COC(=O)C1CCN(C(=O)c2cc3ccccc3oc2=O)CC1
10	-0.47	-0.43	N/C(=N\c1nc(CSc2ccc(Cl)cc2)cc(=O)[nH]1)Nc1cccc2ccccc12
-53	.	.	COc1ccc(N=C2CCS(=O)(=O)c3sccc32)cc1
-29	0.66	0.22	CCC1(C(=O)O)NC(c2cccc(OC)c2O)C2C(=O)N(c3ccccc3)C(=O)C21 (stereo not given)
.	0.08	-0.24	COC(=O)Cn1c(CN2CCc3ccccc3C2)nc2c1c(=O)n(C)c(=O)n2C
10	0.34	-0.65	CCS(=O)(=O)c1ccc(O)c(NC(=O)COc2ccccc2)c1
-43	-0.13	-0.41	O=C1CN(C(=O)CN2CCCC2)C(c2ccccc2)c2cc(Br)ccc2N1 (stereo not given)
.	0.41	0.46	C[n+]1cnn2c1SCC1(COC1)C2
-29	.	.	CC(C)(C)c1ccc(-n2nc(C(N)=O)c(O)cc2=O)cc1
-19	-1.2	-0.31	COc1ccc(C(=O)c2c(C)c3cc(C)ccc3n2CC(O)CN2CCOCC2)cc1 (stereo not given)
9	0.93	0.33	CCOC(=O)CNC(=O)CSc1nc2nc(C)c(Br)cc2[nH]1
-109	-0.1	-0.94	COc1ccc2cc(CN(CCCN3CCOCC3)Cc3nnnn3C3CCCC3)c(=O)[nH]c2c1
.	0.63	0.54	CCN(CC)C(=O)C1CCN(S(=O)(=O)c2ccc(C3CNC(=O)C3)cc2)CC1 (stereo not given)
.	-1.4	-1.3	CC1CC(C)CN(C(=S)Nc2ccc(SC(F)F)cc2)C1 (stereo not given)
0	-1.7	-1.3	O=C(c1ccccn1)N1N=C2/C(=C/c3ccccc3)CCCC2C1c1ccccc1 (stereo not given)
21	.	.	COc1ccc(NC(=O)N2CCN(c3ccc([N+](=O)[O-])cc3)CC2)cc1
-17	1.1	1.1	COC(=O)c1ncccc1SC
11	0.71	0.73	O=S(=O)(c1ccc(Cl)cc1)N1CCn2c1nc1ccccc12
.	0.49	0.14	Cc1c(NC(=O)CN2CC(C)OC(C)C2)c(=O)n(-c2ccccc2)n1C (stereo not given)
9	0.87	2	CCCC(=O)NC(=S)Nc1nc(-c2ccc(OC)cc2)cs1
-31	-0.24	-0.33	CN(C(=O)CSc1nnnn1-c1ccccc1)C1CCCCC1
47	-0.02	0.34	Cc1ccc(CNC(=O)/C(C#N)=C/c2ccc(C)s2)cc1
-7	.	.	N#C/C(=C\c1ccc(-c2cccc([N+](=O)[O-])c2)o1)C(=O)N1CCOCC1
19	1.6	1.9	COCCn1c(-c2ccc(OC)cc2)cnc1N
.	-0.51	-0.43	CN(C)S(=O)(=O)c1ccc(NC(=O)c2cc3ccccc3o2)cc1
-31	1.7	2.2	O=c1cc(NCC2CCCO2)[nH]c(=O)n1-c1ccc(Cl)cc1 (stereo not given)
-36	0.42	0.15	NNC(=O)c1cn2ccccc2n1
-4	0.81	0.36	O=C(COc1ccccc1)N/N=C/c1ccc(O[C@@H]2O[C@H](CO)[C@@H](O)[C@H](O)[C@H]2O)cc1
-46	-0.24	-0.03	Cc1cccc(NC(=O)CSc2nnnn2C)n1
86*	-0.52	-0.69	Cc1ccsc1CNn1cnnc1SCc1ccccc1F
.	-0.11	-1.5	CCS(=O)(=O)N1CCN(Cc2ccncc2)CC1
46	0.32	0.03	COC(=O)c1cc(NS(=O)(=O)c2ccc(N3CCCCC3)c([N+](=O)[O-])c2)cc(C(=O)OC)c1
50	.	.	CCOC(=O)c1c(NC(=O)C2C3CCC(O3)C2C(=O)O)sc2c1CCC(CC)C2 (stereo not given)
33	0.28	1.6	CC(=O)c1c(C)[nH]c(C(=O)Nc2nc(-c3ccc(Cl)cc3)cs2)c1C
.	-0.12	-0.46	N#Cc1ccc(C(=O)Nc2nnc(-c3ccccn3)o2)cc1
0	.	.	Clc1cccc(CSc2ccc(-c3ccco3)nn2)c1
0	1.2	1.6	O=C(O)CSc1nc2ccccc2c(=O)[nH]1
-2	0.5	0.36	Cc1c(C(=O)OC(C)C(C)C[N+](C)(C)C)oc2ccccc12 (stereo not given)
0	0.65	-0.2	Cc1ccc2nc(Cl)c(C3CC(c4cccs4)=NN3C(=O)CCCC(=O)O)cc2c1 (stereo not given)
-7	-0.92	-0.11	COc1cccc(C2=CC(c3ccc(OC)c(OC)c3OC)n3nnnc3N2)c1 (stereo not given)
7	1.2	1.2	CN(C)S(=O)(=O)N(CC(=O)N1CCOCC1)c1ccccc1
0	.	.	CCN(CC)C(=O)CSc1nc2ccccc2c(=O)n1CCC(=O)N1CCN(c2ccccc2)CC1
.	0.97	0.24	Nc1c(C(=O)Nn2cnnc2)cc([N+](=O)[O-])cc1[N+](=O)[O-]
-16	-0.62	-0.84	Cc1c(C(=O)NCCSCc2ccco2)cccc1[N+](=O)[O-]
.	-0.11	-0.91	CNC(=O)/C(=C\c1ccc([N+](=O)[O-])cc1)NC(C)=O

Additional entries:
Insulin prom inh	SDO1 yeast rescue	SDO1 yeast rescue Rescue 24 h	Compound
0	.	.	Cc1ccc(C(=O)O)cc1-c1ccc(C=C2C(=O)c3ccccc3C2=O)o1
.	0.29	-0.76	NNC(=O)C1CC1c1ccccc1 (stereo not given)
44	.	.	Cc1ccccc1NS(=O)(=O)c1ccc(C(=O)N2CCN(c3ccccn3)CC2)cc1
8	.	.	Cc1cc2c(ncn2C)c(NS(=O)(=O)c2ccc(Cl)cc2)c1C
31	.	.	COc1ccccc1CNc1ncnc2cc(Cl)ccc12
-19	0.58	0.2	O=C(COc1ccccc1O)c1cccs1
26	-0.24	-0.44	CCOC(=O)CSc1nc(C)nc2c1sc1nc(C)c(C(C)=O)c(-c3ccc(OC)cc3)c12
32	0.45	0.23	O=C(CSC1c2ccccc2C(=O)N1c1ccccc1)N1CCOCC1 (stereo not given)
-14	-1.1	-0.38	COc1ccc2oc3cc(C)[n+]([O-])c(-c4ccc(C)cc4)c3c2c1
.	0.25	-0.13	COCCCNc1nc2c(c(=O)[nH]c(=O)n2C)n1CCCc1ccccc1

Full records from above.
Shown for `CN(C(=O)CSc1nnnn1-c1ccccc1)C1CCCCC1` : Insulin prom inh: -31; SDO1 yeast rescue: -0.24; SDO1 yeast rescue Rescue 24 h: -0.33
Shown for `Cc1ccccc1NS(=O)(=O)c1ccc(C(=O)N2CCN(c3ccccn3)CC2)cc1` : Insulin prom inh: 44; SDO1 yeast rescue: .; SDO1 yeast rescue Rescue 24 h: .
Shown for `CCOC(=O)CSc1nc(C)nc2c1sc1nc(C)c(C(C)=O)c(-c3ccc(OC)cc3)c12` : Insulin prom inh: 26; SDO1 yeast rescue: -0.24; SDO1 yeast rescue Rescue 24 h: -0.44

Carrying on:
Insulin prom inh	SDO1 yeast rescue	SDO1 yeast rescue Rescue 24 h	Compound
40	.	.	O=C(O)c1ccccc1-c1ccccc1C(=O)Nc1cccc(-c2nc3ccccc3o2)c1
-118	.	.	CC(C)Sc1nc2c([nH]c3ccccc32)c(=O)n1C
20	-0.92	-1.6	O=C(OCc1cnc(Cl)s1)c1ccccc1Cl
-31	-0.03	-0.19	COc1ccc(C(C)NC(=O)C2CCCO2)cc1OC (stereo not given)
-27	1.1	0.84	COCC(=O)N(Cc1cc2cc(OC)ccc2[nH]c1=O)c1ccccc1
.	0.13	-0.67	COc1cccc(N2CCN(C3CCCC(C)C3)CC2)c1 (stereo not given)
-24	-0.02	-0.34	O=C(NCCC1=CCCCC1)C1CCN(C(=O)Nc2ccccc2)CC1
3	0.33	-1.3	CCCCCOC(=O)Cn1c(=O)c2c(nc(N3CCOCC3)n2C)n(C)c1=O
-118	.	.	COc1ccc(NC(=O)Cn2c(=O)n(-c3ccccc3)c(=O)c3sccc32)c(OC)c1
3	0.83	0.09	O=C(O)C1CCCN(S(=O)(=O)c2ccc(Br)cc2)C1 (stereo not given)
.	0.28	0.35	CCOc1ccc(OCC)c(NC(=O)CC2Oc3ccccc3NC2=O)c1 (stereo not given)
.	1.1	1.3	COc1cccc(C(=O)/C=C/Nc2ccc(S(=O)(=O)Nc3onc(C)c3C)cc2)c1
-62	.	.	Cc1cc(C)c(NC(=O)CSc2nc3ccc(NC(=O)CSc4nnnn4Cc4ccccc4)cc3s2)c(C)c1
.	-0.38	-0.12	N/C(=N\OC(=O)COc1ccc2ccccc2c1)c1cccnc1
.	0.64	-0.23	COC(=O)/C=C/C(=O)Nc1cccnc1
.	-0.11	1.1	CCC(=O)Nc1ccc(-c2nnc(-c3ccccc3)o2)cc1
0	.	.	O=C(CN(c1ccccc1F)S(=O)(=O)c1ccccc1)Nc1ccccc1C(=O)N1CCOCC1
-14	.	.	CN(C)c1ccc(C(=O)/C=C/c2ccccc2)cc1
-55	.	.	CC(C)NC(=O)CCCn1cc([N+](=O)[O-])cn1
.	0.08	0.66	O=c1cc(CSc2nc3ccccc3[nH]2)c2ccccc2[nH]1

Pulled by compound from the entries so far:
Insulin prom inh	SDO1 yeast rescue	SDO1 yeast rescue Rescue 24 h	Compound
0	.	.	O=C(CN(c1ccccc1F)S(=O)(=O)c1ccccc1)Nc1ccccc1C(=O)N1CCOCC1
.	1.1	1.3	COc1cccc(C(=O)/C=C/Nc2ccc(S(=O)(=O)Nc3onc(C)c3C)cc2)c1
-14	.	.	CN(C)c1ccc(C(=O)/C=C/c2ccccc2)cc1
-55	.	.	CC(C)NC(=O)CCCn1cc([N+](=O)[O-])cn1
.	0.64	-0.23	COC(=O)/C=C/C(=O)Nc1cccnc1
.	-0.11	1.1	CCC(=O)Nc1ccc(-c2nnc(-c3ccccc3)o2)cc1
.	0.08	0.66	O=c1cc(CSc2nc3ccccc3[nH]2)c2ccccc2[nH]1

Remaining list, next part:
Insulin prom inh	SDO1 yeast rescue	SDO1 yeast rescue Rescue 24 h	Compound
.	1.8	2.5	Nc1cc(C(=O)OCC(=O)N2CCCC2)ccc1Cl
2	0.87	0.72	CCn1c(SCC(=O)N=Nc2c(O)[nH]c3ccccc23)nnc1-c1ccc(C(C)(C)C)cc1
23	-0.03	-0.86	CCN(CC)C(=O)CSc1nc(OC)cc(=O)[nH]1
-27	-0.74	-0.56	COC(=O)[C@H]1C[C@@H]1[C@H](NC(=O)[C@H]1C[C@@H]1[C@H](NC(=O)OCc1ccccc1)c1ccccc1)c1ccccc1
.	-0.5	-0.91	O=C(COC(=O)c1ccccc1)c1ccc(Br)cc1
-60	.	.	CCCCC(=NCCc1c(C)[nH]c2ccccc12)C1=C(O)CC(c2ccccc2)CC1=O (stereo not given)
41	0.05	0.09	CCCCn1c(NC(=O)CC)c(C#N)c2nc3ccccc3nc21
.	-0.03	0.29	COc1cc(NC(=O)c2cccs2)c(OC)cc1NC(=O)CCn1nnc2ccccc21
22	0.74	-0.31	C=CCn1c(SCC(=O)Nc2ccccc2OC)nc(O)c(CC)c1=O
-32	0.48	0.15	COc1ccccc1C(=O)Nc1ccc(S(=O)(=O)Nc2cc(C)on2)cc1
11	.	.	COc1ccc(/C=C(\CC(=O)O)c2nc3ccccc3s2)cc1O
14	0.41	0.29	Cc1ccc2c(CC(=O)NC3=NCCS3)coc2c1
2	-1.3	0.57	O=S(=O)(Cc1ccccc1)N1CCN(C/C=C/c2ccccc2)CC1
14	0.74	-0.04	Cc1cccc(NC(=O)CSc2nc3[nH]ncc3c(=O)n2-c2ccccc2)c1
-11	-0.12	-0.91	Nc1nc(SCC(=O)NCC2CCCO2)n[nH]1 (stereo not given)
7	-0.73	-0.36	CCOC(=O)c1[nH]c2ccc(OC)cc2c1NC(=O)c1ccc(OC)c(OC)c1
.	0.01	0.76	O=C1/C(=C/c2ccncc2)SC(=S)N1C1CCCCC1
-49	-0.93	-1.4	O=C(NCc1cccs1)C(Cc1ccccc1)NS(=O)(=O)c1cccs1 (stereo not given)
3	0.62	-0.14	CCS(=O)(=O)N1CCCC(C(=O)NC2CCCC2)C1 (stereo not given)
-39	-1.2	-0.98	COc1ccccc1CNC(=O)c1cnn2c(C(F)F)cc(C)nc12
6	.	.	CCOc1ccc(C(=O)Nc2cc(NC(=O)c3ccc(OCC)c(Cl)c3)cc(C(=O)O)c2)cc1Cl
0	.	.	CCc1cc(=S)n2c([nH]c3ccccc32)c1C#N
50	0.58	0.97	O=C(CCN1C(=O)C2C3C=CC(C3)C2C1=O)NCCc1ccccc1Cl (stereo not given)
-37	1.3	1.3	COc1ccc(C2CC(C(F)(F)F)n3nc(C(=O)Nc4c(C)n(C)n(-c5ccccc5)c4=O)c(Cl)c3N2)cc1 (stereo not given)
-9	0.88	0.56	COc1ccc(N(CC(=O)Nc2ccc(S(=O)(=O)N3CCCCC3)cc2)S(C)(=O)=O)cc1OC
-45	.	.	Cn1nc(CSc2ccccc2)c(C=O)c1Cl

Bioassay records (PubChem BioAssay)

Only part of the results is shown (hit frequency here may not be typical).
